# Screening results: PubChem, The Scripps Research Institute Molecular Screening Center
# TbREL1 inh: TbREL1 RNA ligase inhibitors, primary screen, biochemical, FRET fluorescence; TbREL1 RNA ligation; inhibition, % at 9.66 µM; 89,000 compounds, 0.49% hits; AID 1117264, 2014;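 active means inhibition above the mean inhibition across all screened compounds plus 3 SD, cut at about 11% in these data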;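 further: 0% = plate median of test wells and 100% = NSC42067 control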
# Target sequence (P86926 whole entry, looked up): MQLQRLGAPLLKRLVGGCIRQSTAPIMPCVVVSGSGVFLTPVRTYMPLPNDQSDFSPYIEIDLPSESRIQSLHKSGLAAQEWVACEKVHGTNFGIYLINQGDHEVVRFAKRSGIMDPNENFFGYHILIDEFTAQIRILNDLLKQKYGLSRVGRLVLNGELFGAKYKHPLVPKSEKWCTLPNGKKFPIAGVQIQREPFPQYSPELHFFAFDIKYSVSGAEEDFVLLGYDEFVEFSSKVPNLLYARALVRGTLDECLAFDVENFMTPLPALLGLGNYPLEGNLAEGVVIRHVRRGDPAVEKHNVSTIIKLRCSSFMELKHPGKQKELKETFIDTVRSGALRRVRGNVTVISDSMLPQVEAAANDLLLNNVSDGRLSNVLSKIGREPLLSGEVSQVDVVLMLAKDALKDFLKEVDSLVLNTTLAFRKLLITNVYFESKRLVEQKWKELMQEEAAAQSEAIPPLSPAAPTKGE
# Numbers without * were called inactive. A portion of the library. The share of hits here may be higher or lower than overall.
# A first look, five compounds:
Compound	TbREL1 inh
COc1cc(OC)c2ccc(=O)oc2c1C(CC(=O)N1CCCC1)c1ccc(N(C)C)cc1 (stereo not given)	-7
CCC[C@H](CN[C@@H](CNC)[C@H](C)O)NCCc1ccc(OC)cc1	2
COc1cccc(C(NC(C)=O)c2nc(-c3cccc4cccnc34)cs2)c1 (stereo not given)	-1
CCCOc1ccc(C(F)(F)F)cc1NC(=O)CCc1c(C)noc1C	-2
CN(C)C(=O)COC(=O)c1cc(Cl)cc(Cl)c1N	-2

# Main list, repeating the preview:
Compound	TbREL1 inh
COc1cc(OC)c2ccc(=O)oc2c1C(CC(=O)N1CCCC1)c1ccc(N(C)C)cc1 (stereo not given)	-7
CCC[C@H](CN[C@@H](CNC)[C@H](C)O)NCCc1ccc(OC)cc1	2
COc1cccc(C(NC(C)=O)c2nc(-c3cccc4cccnc34)cs2)c1 (stereo not given)	-1
CCCOc1ccc(C(F)(F)F)cc1NC(=O)CCc1c(C)noc1C	-2
CN(C)C(=O)COC(=O)c1cc(Cl)cc(Cl)c1N	-2
COc1cccc(NC(=O)C(Cc2ccccc2)NC(=O)C2CCC(C)CC2)c1 (stereo not given)	0
CCCC1CCC2(CC1)CCC2OC(=O)Nc1cccc(Cl)c1 (stereo not given)	3
Cc1[nH]c2ccccc2c1-c1csc(NC(=O)CSCCO)n1	3
CN1OC[C@@H]2CN(Cc3ccccc3)[C@H](c3cccc(N4CCOCC4)c3)C[C@@H]21	0
O=C(NCc1ccccc1)C1=C[C@H](c2ccc(C(F)(F)F)cc2)C[C@H](OCCCCO)O1	-2
O=C(N/N=C/CCc1ccccc1)c1ccccc1	-2
Cc1cc(NC(=O)c2cc(-c3cccc(Cl)c3)on2)no1	4

# Next section; it opens with the 2 that closed the last part.
Compound	TbREL1 inh
O=C(N/N=C/CCc1ccccc1)c1ccccc1	-2
Cc1cc(NC(=O)c2cc(-c3cccc(Cl)c3)on2)no1	4
CCOC(=O)c1ccc(NC(=O)CSC2=NC(=O)C(CC)C(=O)N2)cc1 (stereo not given)	-2
CCc1ccc(NC(=O)CSc2nc3ccccc3c(=O)n2CCCC(=O)N2CCCC2)cc1	0
CCCC[C@@H]1CNCCN1CCc1cccc2ccccc12	8
C[C@H](CO)N1C[C@H](C)[C@@H](CN(C)C(=O)c2ccc3ccn(C)c3c2)OCc2cn(nn2)CCCC1=O	0
CN(C(=O)c1ccc2c(c1)OCO2)C1(C(=O)NC2CCCC2)CCCCC1	-4
CCC(C)(C)NC(=O)C(c1ccc(C)cc1)N(Cc1cccnc1)C(=O)c1csnn1 (stereo not given)	-1
CCOc1ccc(OCC)c(C2C(C#N)=C(N)N(c3cccnc3)C3=C2C(=O)CC(C)(C)C3)c1 (stereo not given)	-3
Cc1sc2ccccc2c1CNC[C@H]1O[C@@H](n2ccc(=O)[nH]c2=O)[C@H](O)[C@@H]1O	-2
CC(C)C(=O)N1CCN(c2ccc(NC(=O)COc3ccccc3[N+](=O)[O-])cc2)CC1	-4
O=C(OCC(=O)N1CCc2ccccc21)c1ccc([N+](=O)[O-])o1	1
O=c1cc(-c2ccsc2)oc2cc(-c3ccc4c(c3)OCO4)ccc12	1
Cc1cc(C)cc(NC(=O)CN(C)CC(=O)N(CC(C)C)c2c(N)n(CC(C)C)c(=O)[nH]c2=O)c1	-5
O=C(OCC(=O)N1CCCCCC1)c1cnc(Cl)c(Cl)c1	1
COc1cc2cc(C(N)=O)c(N)nc2cc1OC	1
Cn1c(SCC(=O)Nc2ccc(N3CCOCC3)cc2)nnc1-c1ccccc1F	-1
CC(C)(O)c1nnn(-c2ccccc2)c1C(F)(F)F	5
O=c1cc(N2CCN(c3cccc(Cl)c3Cl)CC2)[nH]c(=O)n1C1CCCCC1	-2
COc1ccc(C(=O)Nc2ccccc2C(=O)N(Cc2ccco2)C(C(N)=O)C(C)C)cc1 (stereo not given)	0
COc1cccc(NC(=O)Nc2nc(-c3ccc(OC)c(OC)c3)cs2)c1	4
Cc1ccccc1NC(=O)C1CCN(S(=O)(=O)c2cccc3nonc23)CC1	-2
Cc1cc(NC(=O)CSCC(=O)N(C)Cc2cccc(Cl)c2)no1	-2
CC(OC(=O)/C=C/c1cccc(C(F)(F)F)c1)C(=O)NC1CCCCC1C (stereo not given)	-1
CCN(CC(=O)NCc1cccs1)C(=O)/C=C/c1cc(Br)ccc1OC(F)F	0
O=C(CSc1ccc2nnc(-c3ccccn3)n2n1)Nc1ccccc1	5
COc1ccc(C=Nn2c(-c3ccc(F)cc3)n[nH]c2=S)c(OC)c1OC	-7
Cc1cc(C)c2[nH]c(C(=O)Nc3ccc4c(c3)OCO4)cc2c1	3
O=C(CN1C(=O)c2cccc3cccc1c23)NC1CCCCC1	1
COc1ccc(NC(=O)CSc2nnc(-c3cccnc3)s2)cc1	0
CCN(CC(=O)Nc1c(F)cccc1F)C(=O)Cn1[nH]c(=O)c2ccccc2c1=O	2
CCOc1ccc(-c2noc(CCC(=O)O)n2)cc1	1
CC(OC(=O)c1ccncc1)C(=O)Nc1cc(S(=O)(=O)N2CCCCC2)ccc1Cl (stereo not given)	-5
Cc1ccccc1C(=O)NCC(=O)N1CCN(C/C=C/c2ccccc2)CC1	0
Cc1ccccc1CN1CCCCC(NC(=O)c2ccccc2C)C1=O (stereo not given)	-1
Cc1cccc(OC(=O)NCCOC(=O)N(O)c2ccc(Cl)cc2)c1	4
Clc1ccc(-c2ccnc3nc(N4CCOCC4)nn23)c(Cl)c1	4
CC(=O)Nc1ccc(CN(C)c2c(C)nc3ccc(C(=O)N4CCN(C(C)=O)CC4)cn23)cc1	-3
O=c1oc(-c2cccs2)nc2c1cnn2-c1ccccc1	4
Cc1cccc(NC(=O)CSc2n[nH]c(-c3cccnc3)n2)c1	2
Cc1cc(NCc2cccnc2)no1	0
O=c1cc(O)n(-c2ccc(F)cc2)c(=S)[nH]1	3
O=C(CSc1nnc2ccccn12)NNC(=O)c1ccccc1	-1
CC1CCc2nn(CC(=O)NC3CCCC3)cc2C1 (stereo not given)	-3
COCc1cc(C)nc(SCC(=O)Nc2cc3c(cc2C#N)OCO3)c1C#N	0
Cc1ccc(C(=O)Nc2cccc(S(=O)(=O)N3CCOCC3)c2)cc1[N+](=O)[O-]	1
Cc1cccc(C(=O)NC(C(=O)Nc2ccc(S(=O)(=O)Nc3nccs3)cc2)C(C)C)c1 (stereo not given)	4
COc1cccc(-c2ncc3ccccc3c2COC(=O)c2ccc(C(F)(F)F)cc2)c1	-1
CC(C)Oc1ccc(S(=O)(=O)N2CCOCC2)cc1NC(=O)Cc1ccsc1	0
CC(C)(CNC(=O)c1ccccc1NS(C)(=O)=O)N1CCCCC1	-1
C/C(=N\N(c1ccccc1)c1ccccc1)c1ccc(O)cc1	-4
CCCN(CC(=O)Nc1ccccc1C)C(=O)CSc1ccccc1C	-1
O=C(Nc1cccc(C(=O)N2CCOCC2)c1)c1ccccc1Cl	5
C=CCn1cc(-c2ccc(Cl)cc2)cc(C#N)c1=O	-1
O=C(NC1CCCC1)C(c1ccncc1)N(C(=O)c1csnn1)c1ccc(F)c(Cl)c1 (stereo not given)	0
COc1cccc(CNC(=O)c2cc(S(=O)(=O)N3CCOCC3)ccc2N2CCCC2)c1	1
COc1ccccc1OCCSc1nc(N)cc(N)n1	3
Cc1ccc(C)c(-n2c(SCC(=O)N3CCCC3)nnc2-c2ccccn2)c1	1
Cc1cc(=O)[nH]c(SCC(=O)Nc2ccc(Cl)cc2)n1	1
Cc1onc(-c2c(F)cccc2Cl)c1C(=O)c1ccc(F)cc1	3
NS(=O)(=O)c1ccc(CCNC(=O)/C=C/c2ccc(S(=O)(=O)N3CCOCC3)cc2)cc1	2
O=C1c2ccccc2CC1Sc1nnc(-c2ccccn2)o1 (stereo not given)	3

# (next part)
Compound	TbREL1 inh
CC(=O)Nc1ccc(NC(=O)CN(c2cc(Cl)ccc2Cl)S(C)(=O)=O)cc1	5
COc1cc(OC)c(/C=N/n2c(C)nnc2C)c(OC)c1	-1
Cc1ccc(C)c(CSCC(=O)NCc2cccs2)c1	-2
CC(C)(C)c1ccc(-c2nnc(SCC(=O)Nc3ccc(Oc4ccccc4)cc3)n2Cc2ccco2)cc1	3
Nc1nc(CSc2nnc(-c3cccc(F)c3)n2-c2ccccc2)nc(N2CCOCC2)n1	1
Cc1ccc(NC(=O)CN(C)C(=O)c2cc3ccccc3o2)cc1	4
CC(OC(=O)c1cc2sccc2n1C)C(=O)NCc1cccs1 (stereo not given)	-3
N=c1c(C(=O)NCCc2ccccc2)cc2c(=O)n3ccccc3nc2n1Cc1ccco1	-2
CCOC(=O)c1nn(-c2ccc(Cl)cc2)c2nnc(Cc3ccccc3)c(=O)n12	3
O=C(Cn1cnc2cc([N+](=O)[O-])ccc2c1=O)Nc1ccc(N2CCOCC2)cc1	-1
Cc1cc(C(=O)C(C)Cl)c(C)n1Cc1ccco1 (stereo not given)	-6
O=S(=O)(c1ccccc1)c1nc(-c2ccc(F)cc2)oc1N1CCOCC1	1
O=C(CCN1C(=O)S/C(=C\c2ccccc2)C1=O)N1CCCCC1	0
Cc1onc(-c2c(F)cccc2Cl)c1C(=O)Nc1cccc(S(=O)(=O)N2CCCCC2)c1	0
O=C(c1cccs1)N(C(=O)c1cccs1)c1ccc(Br)cn1	-1
Cc1cccc(NC(=S)NNC(=O)c2csc(C(C)C)c2)c1	-7
CCc1cc(C(=O)NNC(=S)Nc2cc(C)ccc2C)cs1	-8
O=C(Nc1ccc2c(c1)OCCO2)C1CC(O)CN1C(=O)Nc1ccccc1 (stereo not given)	-1
O=C(C1CCCCC1)N1CCN=C1SCc1cccnc1	1
CCc1ccccc1NC(=O)C1CCCN(S(=O)(=O)c2ccc3c(c2)CC(C)N3C(C)=O)C1 (stereo not given)	-3
COc1cccc(C(=O)N2CCN(C3CCN(Cc4ccccc4)CC3)CC2)c1OC	7
CCOC(=O)/C(=C/c1c2ccccc2cc2ccccc12)NC(=O)c1ccccc1	-1
Fc1ccc(-c2nnc(N3CCOCC3)c3ccccc23)cc1F	3
CCOc1cc(/C=C(\C#N)C(=O)Nc2cccc(C(=O)O)c2)ccc1OCc1ccc(Br)cc1	2
Cc1[nH]c(=O)[nH]c(=O)c1S(=O)(=O)N1CCCC(C(=O)N2CCN(c3cccc(C(F)(F)F)c3)CC2)C1 (stereo not given)	-4
CCSc1nnc(N2C(=O)CC(c3ccsc3)C3=C2CC(C)(C)CC3=O)s1 (stereo not given)	4
O=C(NCc1ccccc1Cl)c1cnccc1C(F)(F)F	-2
CC(C)=C1C(=O)NN(c2ccc(C)c(Cl)c2)C1=O	0
CC1CCCN(C(=O)Cn2nnc(-c3ccc(F)cc3)n2)C1 (stereo not given)	-3
Cc1ccc(CN(C)C(=O)CN2C(=O)NC3(CCCc4ccccc43)C2=O)c(C)c1 (stereo not given)	-1
Cc1cc(=O)[nH]c(N2CCCCC2)n1	2
CCOC(=O)C1=C(COC(=O)/C=C/c2ccco2)NC(=O)NC1C (stereo not given)	0
Cc1ccc(S(=O)(=O)N(CC(=O)NC2CCC(C)CC2)c2cc(C)cc(C)c2)cc1 (stereo not given)	0
CSc1ccc(-c2ccco2)nn1	-1
Cc1noc(C)c1S(=O)(=O)N(C)C[C@H]1Oc2c(NS(=O)(=O)c3cn(C)cn3)cccc2C(=O)N([C@H](C)CO)C[C@@H]1C	1
CCOc1ccc(NC(=O)CC2C(=O)N(c3cccc(OC)c3)C(=O)N2CCOC)cc1 (stereo not given)	2
COC(=O)[C@@H]1C[C@H]1[C@@H](NC(=O)c1cc(C)on1)c1ccccc1	3
Cn1c(SCc2ccccc2[N+](=O)[O-])nnc1-c1cccnc1	1
CN(C)/C=C(\C(=O)c1ccc(Cl)cc1)c1nnnn1-c1ccc(Cl)cc1	0
CCN(CC)S(=O)(=O)c1cccc(NC(=O)c2ccc(-n3nc(C)cc3C)cc2)c1	-1
Cc1ccc(C(=O)NC2CCCCN(Cc3ccccc3C)C2=O)cc1 (stereo not given)	-4
Cc1cc(C)c(NC(=O)CNC(=O)Cc2sc(C)nc2-c2ccc(F)cc2)c(C)c1	-2
COc1ccccc1OCC#CCSc1ncccn1	-3
Cc1ccc(NC(=O)C2(C)CCCN2C)cc1C (stereo not given)	0
COc1ccc(C2(C(=O)Nc3ccc(C(=O)O)cc3)CCOCC2)cc1	0
Cc1cc(C(=O)CSc2nc(N)cc(=O)[nH]2)c(C)n1CC1CCCO1 (stereo not given)	-9
CCOC(=O)C1(CC2CCCCO2)CCN(C(=O)Nc2ccc(SC)cc2)CC1 (stereo not given)	-4
O=C(c1ccc(S(=O)(=O)N2CCCC2)cc1)N1CCCC(C(F)(F)F)C1 (stereo not given)	-3
O=C(NCc1ccccc1)C1CCCN1S(=O)(=O)c1cccc2cccnc12 (stereo not given)	2
CCCCN(C(=O)c1ccc(NC2CC2)c([N+](=O)[O-])c1)c1c(N)n(CC(C)C)c(=O)[nH]c1=O	-1
CCN1CCC(CN2CCNC2=S)CC1	-4
O=C(NCCNC(=O)c1cnccn1)c1cccc(Cl)c1	0
O=C(Cn1nnc2ccccc2c1=O)N[C@@H](Cc1ccccc1)C(=O)O	2
COc1cccc(N/C(SCc2cccc([N+](=O)[O-])c2)=C(/C#N)C(N)=O)c1	1
Nc1nc(SCC(=O)N2CCCc3ccccc32)n[nH]1	-1
CN1CCC(OC(=O)c2cccc(Br)c2)CC1	-1
O=C(COc1coc(CN2CCN(c3ccc(F)cc3)CC2)cc1=O)NC1CCCC1	7
CC(=O)Nc1nc(-c2ccc3c(c2)OCO3)cs1	4
COc1cccc(-c2c(C(=O)N/N=C/c3ccco3)nnn2-c2nonc2N)c1	6
